HePTP inh – human HePTP phosphatase inhibition. P35236. recombinant HePTP phosphatase activity, OD absorbance. inhibition, % at 20 µM. actives 0.64% (n = 110,000); in the data active = inhibition above about 50%;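 also: plate controls were vehicle for no effect and reference inhibitor for full effect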
BAP1 inh – human BAP1 deubiquitinase inhibition | Q92560 | recombinant BAP1, Ub-AMC hydrolysis fluorescence kinetic; stronger effect = lower value | activity remaining (% of control), % at 20 µM | actives 0.48% (n = 72,000);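 active = activity remaining at or below 50% of control, provided the compound also passes the data quality filters; inactive = the rest, including low values that fail the filters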;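 also: 100% = DMSO wells rate and 0% = substrate alone blank rate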
Target sequence (Q92560 whole entry, looked up): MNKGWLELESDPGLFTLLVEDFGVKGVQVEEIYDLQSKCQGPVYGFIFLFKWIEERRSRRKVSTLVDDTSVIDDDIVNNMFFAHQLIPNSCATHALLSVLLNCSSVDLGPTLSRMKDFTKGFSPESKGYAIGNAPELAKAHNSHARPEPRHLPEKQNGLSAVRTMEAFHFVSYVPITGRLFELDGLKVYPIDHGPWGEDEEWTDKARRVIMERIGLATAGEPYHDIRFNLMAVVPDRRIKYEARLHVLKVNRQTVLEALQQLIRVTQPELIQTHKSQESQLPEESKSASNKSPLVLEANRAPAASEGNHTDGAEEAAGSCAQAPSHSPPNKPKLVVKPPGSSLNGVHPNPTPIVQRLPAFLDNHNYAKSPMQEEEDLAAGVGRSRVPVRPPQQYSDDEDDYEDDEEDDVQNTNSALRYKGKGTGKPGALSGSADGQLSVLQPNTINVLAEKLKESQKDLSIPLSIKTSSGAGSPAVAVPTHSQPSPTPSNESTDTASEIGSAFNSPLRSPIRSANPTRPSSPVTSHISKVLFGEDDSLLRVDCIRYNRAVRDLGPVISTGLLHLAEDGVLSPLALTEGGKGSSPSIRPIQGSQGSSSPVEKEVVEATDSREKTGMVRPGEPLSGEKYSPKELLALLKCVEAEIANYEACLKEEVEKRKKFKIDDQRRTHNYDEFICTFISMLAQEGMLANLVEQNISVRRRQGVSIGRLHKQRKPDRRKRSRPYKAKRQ
An asterisk follows results filed as active; i = inactive; x = not tested or not shown; & = joins results of further samples.

HePTP inh	BAP1 inh	canonical_smiles
7	86	CCOc1ccc(C2/C(=C(\O)c3cccc(OC)c3)C(=O)C(=O)N2c2cc(C)on2)cc1OC (stereo unspecified)
0	87	COC(=O)C(NC(=O)C(C)(C)C)C12CC3CC(CC(C3)C1)C2 (stereo unspecified)
2	73	COC(=O)c1[nH]c2ccc(C)cc2c1NC(=O)CN1CCCC(C)(C)C1
8	x	Cc1ccc(NS(=O)(=O)c2ccc3c(c2)OCCO3)cc1
6	i	O=C(Oc1cc2oc(=O)c3c(c2cc1Cl)CCCC3)c1ccco1
3	84	CCc1ccc2[nH]c(=O)c(CN(CCN(C)C)C(=O)Nc3ccccc3OC)cc2c1
-2	x	COc1ccc(NC(=O)c2ccc([N+](=O)[O-])cc2)cc1Cl
-5	62	Cc1csc2ncc(C(=O)Nc3ccc(C(F)(F)F)cc3)c(=O)n12
4	95	CCOc1ccc(-n2c(=O)cc(N3CCN(c4ccccc4)CC3)[nH]c2=O)cc1
5	99	O=C(CSc1nnc2sc3ccccc3n12)NCc1ccco1
11	x	CC12C(=O)C(C(c3ccccc3)NC1c1ccccc1)C(c1ccccc1)NC2c1ccccc1 (stereo unspecified)
8	79	Cc1[nH]c2ccc(-c3nnc(SCC(=O)c4ccccc4F)o3)cc2c1C
11	63	CCOC(=O)N1CCN(c2cc3[nH]c(=S)[nH]c3cc2F)CC1
9	x	COc1cc(OC)c(OC)cc1CN1CCN(C2CCCCCC2)CC1
x	106	COC(=O)c1c(NC(=O)c2ccc([N+](=O)[O-])cc2Cl)sc2c1C(C(=O)OC)CC2 (stereo unspecified)
-2	x	CCC(=O)N1c2ccccc2NC2=C(C(=O)CC(c3ccccc3)C2)C1c1ccc(OC)cc1 (stereo unspecified)
3	88	O=C(O)C1C2C=CC(C2)C1C(=O)Nc1ccc2c(c1)OCCO2 (stereo unspecified)
-1	x	Cc1ccc(Nc2nc(CSc3nnnn3-c3ccccc3)cs2)cc1
3	94	CC1CN(c2ncnc3c2cnn3-c2ccc(Cl)cc2)CC(C)O1 (stereo unspecified)
10	x	O=C1NC(=O)N(c2ccccc2F)C(=O)/C1=C/c1ccc(OCc2cccc(C(=O)O)c2)cc1
9	67	CCOC(=O)Cn1nc(C)c2ccccc2c1=O
5	x	C/C(Cn1nnc([N+](=O)[O-])n1)=N\NC(=O)c1ccc(C)cc1
4	x	COc1ccc(/C=C/C(=O)OCC(=O)c2cccc([N+](=O)[O-])c2)cc1S(=O)(=O)N1CCCCC1
1	77	Cn1c(=O)[nH]c(=O)c2c1nc(N(CCO)Cc1ccccc1)n2Cc1ccccc1Cl
15	147	COc1ccc(S(=O)(=O)N(C)CC(=O)Nc2c(F)cccc2F)cc1
-2	111	O=C(NC1=NCCS1)Nc1ccccc1
9	94	CCN(C(=O)CN1CCN(C)CC1)c1cccc2ccccc12
10	x	COc1ccc(/C=C/C(=O)N2CCOCC2)cc1OC
3	x	O=C(/C=C/c1cc2c(cc1Br)OCO2)c1ccc(Cl)cc1
4	x	O=C(Nc1cccc(Oc2ccc3c(c2)C(=O)N(c2ccccc2)C3=O)c1)c1cccc([N+](=O)[O-])c1
4	125	COc1ccc(C2C3=C(CC(C)(C)CC3=O)Oc3ncn(CC(C)C)c(=N)c32)cc1 (stereo unspecified)
9	101	Cn1c(Cn2c(=O)sc3ccccc32)nnc1SCc1cccc(F)c1
0	x	O=C1C(C=NCCN2CCOCC2)=C(O)c2ccccc21
x	92	CC1CC(C)CN(S(=O)(=O)c2ccc(C(=O)Nc3cccc(-c4nc5ccccc5s4)c3)cc2)C1 (stereo unspecified)
2	x	Cc1cc(OCCCN2CCOCC2)ccc1Cl
3	x	COc1ccc(Cl)cc1NS(=O)(=O)c1ccc2ccccc2c1
-4	x	Cc1ccc(OCc2nnc(NC(=O)Nc3ccccc3)s2)cc1
3	103	Cc1csc(=O)n1CCC(=O)O
1	x	COc1ccc(Cn2nnnc2C(c2cc3cc(C)ccc3[nH]c2=O)N2CCOCC2)cc1 (stereo unspecified)
12	99	CCOC(=O)CC(N)c1ccc2c(c1)OCO2 (stereo unspecified)
8	x	COc1cc(C(=O)N2CCN(C(=O)c3cccs3)CC2)cc(OC)c1OC
x	132	Cc1ccccc1NC(=O)c1cccc(N2C(=O)C3CCC(C)CC3C2=O)c1 (stereo unspecified)
-5	x	NC(=O)c1ccccc1N=Cc1ccccn1
-1	x	O=C(CSc1ncn[nH]1)Nc1ccc(F)cc1
-3	159	Cc1nnc(NC(=O)c2c(F)c(F)c(F)c(F)c2F)s1
-12	x	S=C(NCCSCc1ccc(Cl)cc1)Nc1ccccc1
-16&2	96	N#Cc1ccccc1N=C1CCCN1Cc1ccccc1
4	x	CCOc1ccc(N2C(=O)S/C(=C\c3ccc(F)cc3)C2=O)cc1
-4	96	CCn1c(SCC(=O)NCCc2ccc(Cl)cc2)nnc1-c1cccs1
10	98	O=C(OCC(=O)N1CCc2ccccc21)C1=COCCO1

Further structures follow:
HePTP inh	BAP1 inh	canonical_smiles
1	124	CCOC(=O)c1sc2nc(CC(=O)OC)nc(NCCN3CCOCC3)c2c1C
-4	x	COc1ccc(Br)cc1CN1CCN(Cc2ccc(OC)c(OC)c2)CC1
4	x	COc1ccc(C)cc1NC(=O)c1ccccc1[N+](=O)[O-]
-1	87	Cc1ccc(CCNC(=O)C2CCN(S(=O)(=O)c3c(C)nn(C)c3C)CC2)cc1
16	105	Cn1cccc1C(=O)NC(=O)CSc1nnc(C2CC2)n1-c1ccccc1
12	108	Cn1c(C(=O)NCCCN2CCN(c3ccccc3F)CC2)cc2c(=O)n(C)c3ccccc3c21
10	x	O=[N+]([O-])c1ccc(Cl)cc1Sc1nc2ccccc2[nH]1
4	114	CCC(CC)C(=O)Nc1cccc(C(=O)Nc2ccc3c(c2)OCO3)c1
-9	108	COC(=O)c1cc(Br)c(=O)n(CCC2=CCCCC2)c1
-3	82	CCn1cnc2sc(-c3ccccc3)cc2c1=O
-9&-5	99	CCOC(=O)CSc1nccc(N(C)C)c1C#N
7	x	COC(=O)c1cc(NC(=O)/C=C/c2ccccc2Cl)cc(C(=O)OC)c1
-8	145	CC(=O)Nc1cc(C(F)(F)F)ccc1N1CCOCC1
5&2	115	COc1ccc(CC(=O)N2CCCc3ccccc32)cc1OC
7	114	O=C(C1CC2CCC1C2)N1CCN(Cc2ccc3c(c2)OCO3)CC1 (stereo unspecified)
6	141	Cc1ccc(NC(=O)c2cc3cc(Br)ccc3oc2=O)c(C)c1
-4	99	COCC(=O)Nc1ccccc1NC(C)=O
-1	85	O=C1CC(C(=O)Nc2ccccc2)N=C(N2CCCCC2)N1 (stereo unspecified)
-2	60	C(=N\n1cnnc1)/c1ccc(N2CCOCC2)cc1
-14	x	O=C(Cc1ccc(Cl)cc1)NNC(=O)C1CCCO1 (stereo unspecified)
2	x	COc1cccc(Oc2ccc(N)cc2)c1
-9	86	O=S(=O)(Nc1cccc(C(F)(F)F)c1)c1cnc[nH]1
9&10	90	Cc1nn(C(=O)C(C)N2C(=O)c3ccccc3C2=O)c(C)c1Br (stereo unspecified)
-2	x	O=C1N=C(N2CCCCCC2)S/C1=C\c1ccccc1Cl
-18	x	Oc1[nH]c2ccccc2c1N=Nc1cccc(C(F)(F)F)c1
4	143	CCOC(=O)c1[nH]c2ccc(OC)cc2c1C
-2	90	CC(=O)Nc1ccc(S(=O)(=O)N2CCCCC2c2cccnc2)cc1 (stereo unspecified)
-3	142	C/C(=N\O)C(=O)NCCCNCCCN(C)C
-2	x	COc1cccc(C2C(C(C)=O)=C(O)C(=O)N2CC2CCCO2)c1 (stereo unspecified)
-11	x	O=C(N/N=C/c1ccccc1[N+](=O)[O-])/C(=C\c1ccc2c(c1)OCO2)NC(=O)c1ccccc1
7	x	O=C(O)C(=O)/C=C(\O)c1ccc(F)cc1
0	78	Cc1ccc2nc(-c3ccccn3)oc2c1
-5	58	COc1ccc2c(c1)-c1ccccc1S(=O)(=O)N2C(C)=O
18	x	CCC/C(O)=C1\C(=O)CC(C)(C)CC1=Nc1cccc2ccccc12
6	101	COc1ccccc1N1CCN(CC(O)c2ccc3cc[nH]c3c2)CC1 (stereo unspecified)
2	x	Clc1ccc(C=NN2CCN(Cc3ccccc3)CC2)cc1
3	x	COc1ccccc1NC(=O)C1=C(C)NC(=O)NC1c1cc(OC)c(OC)c(OC)c1 (stereo unspecified)
9	x	Nc1c(C(=O)Nc2ccccc2)nnn1Cc1ccccc1
-5	x	Cc1ccc(CNC(=O)C(=O)N2CCCC2)cc1
5	x	COc1ccc(C(=O)Nc2cc(OC)cc(OC)c2)cc1
2	x	C=CCOc1ccc(/C=c2/sc3n(c2=O)C(c2ccc(OC)c(OC)c2)C(C(=O)OC)=C(C)N=3)cc1 (stereo unspecified)
-5	x	COc1ccc(/C=C(\NC(=O)c2ccc(Cl)cc2)C(=O)NCC2CCCO2)cc1OC (stereo unspecified)
9	x	C=CCn1c2ccccc2c2nnc(SCC(=O)Nc3sc4c(c3C#N)CCCC4)nc21
5&4	74	COC(=O)CN(c1c(C)cccc1C)S(C)(=O)=O
5	89	O=C(CSc1nnnn1-c1ccc2c(c1)OCO2)NCc1ccccc1
-5	97	CC(C)CCOc1ccc(C(=O)O)cc1
9	x	CCOC(=O)COc1ccc(/C=C2\C(=O)NC(=O)N(C)C2=O)cc1OC
2	87	COC(=O)C1CCCN1C(=O)C1CCCN1C(=O)CNC(=O)OCc1ccccc1 (stereo unspecified)
2	85	CCCCOc1ccc(/C=c2\sc3ncnn3c2=O)cc1
-6	69	COc1cc(Cl)c(S(=O)(=O)NCCCN2CCOCC2)cc1Cl

Carrying on:
HePTP inh	BAP1 inh	canonical_smiles
2	50	CCOC(=O)c1c(C)[nH]c(C(=O)OCC(=O)N2c3ccccc3CC2C)c1C (stereo unspecified)
1	148	O=C1CC(c2ccccc2)Sc2nc3ccccc3n21 (stereo unspecified)
8	94	CS(=O)(=O)N1CCCC(C(=O)NCc2ccc(F)cc2Cl)C1 (stereo unspecified)
2	x	COc1ccc(CCNS(=O)(=O)c2ccc(OC)cc2)cc1
8	x	COc1ccc2oc(=O)c(C(=O)Nc3ccc(C)cc3C)cc2c1
21	x	O=C(N/N=C\C=C\c1ccco1)c1ccc(Br)cc1
6	113	CCN(CC)C(=O)CSc1nc2ncccc2[nH]1
4	170	Cc1c(NC(=O)c2cnn3cccnc23)c(=O)n(-c2ccccc2)n1C
9	132	CC(=O)Nc1ccc(NC(=O)c2oc3cc(C)c(C)cc3c2C)cc1
-9	x	Cc1ccc(C(=O)Nc2sc3c(c2C(=O)N2CCOCC2)CCC(C)C3)cc1 (stereo unspecified)
9	97	Cc1nc2ccccc2c(=O)n1NC(=O)COc1ccccc1
-14	x	CCOC(=O)C1CCCN(C(=O)Cc2c(C(=O)O)[nH]c3ccccc23)C1 (stereo unspecified)
-9	x	Cc1nnc(NCCN2CCOCC2)[nH]c1=O
0	x	O=C(c1cc(Cl)ccc1Cl)N1CCN(c2ccc(F)cc2)CC1
-4	x	COCCNC(=O)/C(=C\c1ccc(OC)cc1)NC(=O)c1ccc(C)cc1
0	x	Cc1cc2n(n1)C(c1ccsc1)Nc1ccccc1-2 (stereo unspecified)
4	94	Cc1ccc2oc(C(=O)NCc3ccc4c(c3)OCO4)c(C)c2c1
9	91	CCOc1ccc(C(C)C)cc1S(=O)(=O)Nc1ccc(Cl)cn1
10	x	O=C1C(c2ccccc2)C(c2cccs2)NC(c2cccs2)C1c1ccccc1 (stereo unspecified)
1	105	COCc1cc(=O)[nH]c(Nc2nc3ccccc3o2)n1
-5	x	O=C1NC(=O)N(c2ccc(Cl)cc2)C(=O)/C1=C\C=C\c1ccco1
1	x	COc1ccc(N(CC(N)=O)S(=O)(=O)c2ccccc2)cc1Cl
5	99	CCN(CC)C(=O)C1CCN(S(=O)(=O)c2ccc3oc4ccccc4c3c2)CC1
3	x	COc1cc(OC)cc(C(=O)Nc2cc(C(F)(F)F)cc(C(F)(F)F)c2)c1
14	75	COc1ccc(-n2c(Cc3cccn3C)nnc2SCC(=O)Nc2ccc(Cl)cc2)cc1
6	137	COc1ccc(S(=O)(=O)N(C)CC(=O)Nc2ccccc2OC)cc1C
8	x	Cc1ccc2c(c1)c1c(n2C)C(NC(N)=O)CCC1 (stereo unspecified)
3	116	O=C(CSc1nnc(-c2ccco2)n1Cc1ccccc1)c1ccccc1
5	x	CC(=O)C(=Nc1ccc(C)cc1C)NNc1cc(C(N)=O)c(Cl)cc1Cl
-4	x	CC(=O)Nc1nnc(-c2ccccc2)o1

Screening results as filed in PubChem BioAssay.
